Bioassay records: PubChem BioAssay, several laboratories
PPARg SRC2 recr – promotes SRC-2 coactivator recruitment by human PPARgamma. PPARgamma LBD-SRC-2 recruitment, biochemical. activation, % at 8 µM. 200,000 compounds, 0.34% hits. AID 1032; in the data active = activation above about 22%;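 also: 0% = vehicle and 100% = reference agonist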
bIAP activator – increases bovine intestinal alkaline phosphatase activity | 200,000 compounds, 0.17% hits | AID 1016 | activation factor at 20 µM | purified bovine IAP, CDP-star luminescence, 30 min; active compounds read high; fold of DMSO-control signal, blank-subtracted;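 active = activation factor of 2 or more at 20 µM, a signal rise over negative controls twice the positive control's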
bIAP inhibitor – blocks bovine intestinal alkaline phosphatase activity; purified bovine IAP, CDP-star luminescence, 30 min; inhibition, % at 20 µM; 190,000 tested, under 10 active;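 active = over 50% inhibition of intestinal alkaline phosphatase at 20 µM in the single-dose screen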
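Assay system: bovine IAP enzyme; medium: DEA buffer 100 mM, pH 9.8, with MgCl2 1.0 mM, ZnCl2 0.02 mM; doses: 20 µM single dose; incubation: enzyme reaction for 30 min at room temperature; detection: CDP-star luminescence signal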
STAT3 act – STAT3 signaling activation; U3A cells, IL-6 STAT3-luciferase reporter, luminescence; 100% = signal with IL-6 EC80 alone; activation (% of control), % at 5.6 µM; 190,000 compounds, 0.91% hits; AID 871;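 active = activation above the screen-wide mean of compound activation plus 3 SD, cut at about 130% in these data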;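 also: 0% = background luminescence of wells with medium and substrate only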
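Test system: human U3A cells carrying STAT3-luciferase construct; control set: IL-6-only wells as 100% reference; timing: compound pre-incubation 1 h before IL-6, then 6 h stimulation at 37 °C; also added: IL-6 stimulus at 33 ng/mL final; evaluation: % activation versus median of IL-6-stimulated wells; detection: reporter luminescence signal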
STAT3 blocker – inhibitors of IL-6 induced STAT3 signaling | U3A cells, IL-6 STAT3-luciferase reporter, luminescence; host cell line lacks STAT1 | inhibition, % at 5.5 µM | 190,000 compounds, 0.89% hits | AID 862;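 active = inhibition above the mean inhibition across all screened compounds plus 3 SD, cut at about 44% in these data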;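 also: 0% = DMSO only wells and 100% = 100 µM nifuroxazide control wells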
STAT1 inh – inhibitors of IFN-gamma induced STAT1 signaling | NIH 3T3 STAT1-luciferase reporter, luminescence | inhibition, % at 5.5 µM | 200,000 compounds, 0.35% hits | AID 920;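 active = inhibition above a set limit, the mean inhibition across all tested compounds plus 3 SD, cut at about 34% in these data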;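 also: 0% = IFN-gamma with DMSO and 100% = IFN-gamma with 300 µM nifuroxazide; values of inactives mirror those of a sister screen read the other way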
TR-FRET SRC-2 ct – TR-FRET artefact, counter-screen to PPARgamma/SRC-2 agonist assay. active compounds read high. TR-FRET ratio at 8 µM. 200,000 compounds, 0.4% hits. AID 1049; in the data active = TR-FRET ratio above about 2000; also: inactives centre near 1500
TNAP act hiacc – increases human TNAP activity under high phosphate acceptor concentration; P05186; 200,000 tested, under 10 active; activation factor at 20 µM; purified TNAP, CDP-star luminescence, 1 M DEA, 30 min; active compounds read high; 0 = EDTA background, 1 = DMSO-only activity;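 active = activation factor at least 2 at 20 µM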
Target sequence (P05186 whole entry, looked up): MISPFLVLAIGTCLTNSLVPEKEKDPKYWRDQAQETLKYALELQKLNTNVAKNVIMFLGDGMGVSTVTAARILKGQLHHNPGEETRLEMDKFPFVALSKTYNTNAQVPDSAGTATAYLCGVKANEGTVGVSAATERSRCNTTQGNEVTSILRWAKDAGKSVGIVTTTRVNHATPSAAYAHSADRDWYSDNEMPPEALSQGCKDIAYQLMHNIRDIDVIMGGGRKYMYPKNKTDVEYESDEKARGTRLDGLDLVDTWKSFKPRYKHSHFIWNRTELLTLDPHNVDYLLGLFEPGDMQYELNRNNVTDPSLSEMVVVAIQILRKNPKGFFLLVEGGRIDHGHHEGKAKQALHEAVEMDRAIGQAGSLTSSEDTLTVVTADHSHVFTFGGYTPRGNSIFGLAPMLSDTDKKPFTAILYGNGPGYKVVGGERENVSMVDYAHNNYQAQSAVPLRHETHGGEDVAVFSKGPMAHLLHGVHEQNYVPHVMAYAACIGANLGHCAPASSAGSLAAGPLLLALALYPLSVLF
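Measured by: Luminescent substrate turnover signal | Test system: Human TNAP | Input: TNAP 1/800 final | Dosing: 20 µM single point | Schedule: 30 min, room temperature | Controls: EDTA wells as negative control, DMSO wells as positive control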
ROMK primary – modulates human ROMK potassium channel activity; Tet-inducible ROMK, thallium flux fluorescence; actives lie on both sides; 130,000 compounds, 2% hits; B-score at 10 µM; P48048;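 active = signal ratio slope over the read window, or its plate-corrected B-score, at least 3 SD from the plate mean, either direction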;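 also: B-score of the F/F0 ratio slope over 7 to 12 s after thallium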
Target sequence (P48048 whole entry, looked up): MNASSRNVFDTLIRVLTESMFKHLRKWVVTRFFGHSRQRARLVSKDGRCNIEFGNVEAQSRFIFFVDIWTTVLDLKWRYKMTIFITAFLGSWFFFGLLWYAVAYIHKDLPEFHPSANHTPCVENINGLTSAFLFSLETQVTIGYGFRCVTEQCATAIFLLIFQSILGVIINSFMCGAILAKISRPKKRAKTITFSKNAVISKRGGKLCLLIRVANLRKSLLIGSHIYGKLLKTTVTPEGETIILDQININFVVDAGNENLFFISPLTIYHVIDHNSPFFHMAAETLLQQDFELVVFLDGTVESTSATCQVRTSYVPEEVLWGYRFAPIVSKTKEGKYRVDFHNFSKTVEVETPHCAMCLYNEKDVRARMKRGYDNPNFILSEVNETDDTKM
PPARg SRC-1 ag – agonists of human PPARgamma SRC-1 coactivator recruitment | PPARgamma-SRC-1 coactivator recruitment biochemical assay | AID 631 | P37231 | 200,000 compounds, 0.41% hits | activation, % at 8 µM; in the data active = activation above about 19%;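 also: 0% = DMSO and 100% = reference agonist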
PPARg SRC3 recr – PPARgamma-driven SRC-3 recruitment agonism | 200,000 compounds, 0.26% hits | biochemical PPARgamma/SRC-3 coactivator recruitment assay | activation, % at 8 µM | AID 731 | P37231; in the data active = activation above about 23%;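 also: 0% = DMSO and 100% = reference agonist; some compounds past the cut are filed as inactive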
An asterisk follows results filed as active; . = no result given.

Below each compound – PPARg SRC2 recr	bIAP activator	bIAP inhibitor	STAT3 act	STAT3 blocker	STAT1 inh	TR-FRET SRC-2 ct	TNAP act hiacc	ROMK primary	PPARg SRC-1 ag	PPARg SRC3 recr
(1) COCCN1C(=O)N[C@@H](CCc2ccccc2)C(C(C)=O)=C1C
  -4	0.9	11	116	-22	-2	1436	1.1	0.46	-4	-1
(2) Cc1ccc2nc(NS(C)(=O)=O)sc2c1
  -8	1	-5	95	12	3	1381	1	-0.58	-9	0
(3) CC(C)COC(=O)C1[C@H]2C(=O)N(Cc3cccs3)C[C@]23C=C[C@H]1O3 (stereo partly specified)
  -3	0.9	5	102	2	-2	1624	1	.	-4	0
(4) Cc1ccc(CCNC(=O)Cn2cccc2)cc1
  1	0.9	14	97	6	7	1562	1.1	-0.63	3	4
(5) CCOCCC(=O)Nc1cc(Cl)ccc1OC
  0	1	0	92	11	-5	1656	1.1	.	8	0
(6) CC(C)(C)c1ccc(-c2noc(CCC(=O)NCc3ccco3)n2)cc1
  -5	0.9	11	70	38	3	1417	1.1	.	6	0
(7) CC(=O)Nc1ccc(SCC(=O)Nc2ccccc2-c2ccccc2)cc1
  6	0.7	27	94	12	1	1587	0.9	.	4	2
(8) O=C(NN1C(=O)C2C3C=CC(C4CC34)C2C1=O)c1ccc(Cl)cc1Cl (stereo unspecified)
  1	1	-3	94	14	-1	1526	1	.	0	2
(9) N#Cc1cc2c(nc1SCc1ccc(Cl)cc1)CCCC2
  1	0.9	10	87	18	-3	1440	1	1.7	0	-10
(10) c1ccc(-c2nnc(C(c3ccccc3)c3ccccc3)o2)cc1
  -1	1.4	-38	93	11	0	1636	1.1	-0.32	-6	0
(11) O=C(CCC(=O)c1cccs1)NC(c1ccccc1)c1ccccc1
  1	1	1	98	6	-9	1480	0.9	.	-4	-5
(12) C=CC(O)Cc1c(C)n[nH]c1C (stereo unspecified)
  12	1	-1	96	12	-1	1783	1	0.37	-5	-12
(13) O=C(CSc1ccccc1)NCCCN1CCOCC1
  -3	1	2	107	-4	-10	1558	1.1	0.4	4	-12
(14) CCOC(=O)N1CCN(C(=S)NCCOC)CC1
  -1	1	2	96	8	8	1510	1	.	-2	8
(15) O=C(NN1C(=O)/C(=C/c2cccs2)SC1=S)c1ccccc1
  3	0.6	38	100	-5	-3	1441	1	.	3	3
(16) Oc1[nH]c2ccccc2c1C1=NCCCCC1
  5	0.9	14	87	19	0	1677	1	-0.041	6	3
(17) COCCn1c(=O)[nH]c2cc(C(=O)NCc3cccnc3)ccc2c1=O
  -5	0.9	10	103	-1	-3	1387	1	0.071	-1	2
(18) CN1CCN(Cc2nc3c(c(=O)[nH]c(=O)n3C)n2CCc2ccccc2)CC1
  13	1	-4	99	6	-1	1466	1	.	3	10
(19) CC(C)CNC(=O)NC(=O)CSc1nc2ccccc2n1CC(C)C
  11	0.9	14	100	7	-2	1578	1.1	-1.2	6	3
(20) CCCCNC(=O)CSc1nc2cc3c(cc2c(=O)n1Cc1ccco1)OCO3
  4	1	-3	102	0	15	1513	1.1	-0.64	2	-2
(21) NC(=O)c1ccc(C(F)(F)F)cn1
  10	1	2	102	3	-7	1573	1	0.31	8	4
(22) Cn1c(CCNC(=O)c2ccccc2)nc2cc(NC(=O)c3ccco3)ccc21
  0	0.9	13	103	0	2	1585	1	.	8	11
(23) c1cc2c(cc1CN1CCOCC1)OCO2
  -2	1	-1	99	6	-7	1374	1	-0.035	-1	0
(24) Cc1ccc(NC(=O)CSC(N)=O)cc1Cl
  0	0.4	.	96	13	-4	1497	1	.	-2	-10
(25) CCn1cc(S(=O)(=O)CC(=O)Nc2cc(C)on2)c2ccccc21
  -3	0.9	11	99	7	-1	1510	1	.	-3	-8
(26) Cc1ccc(CSc2nnc(-c3ccccc3N)c(=O)[nH]2)cc1
  10	1	-2	98	-1	-7	1601	1	0.22	-1	4
(27) O=C(Cn1c(=O)oc2cc(S(=O)(=O)N3CCCC3)ccc21)NCc1ccccn1
  8	1	3	97	4	-3	1612	1.1	.	6	1
(28) Cc1ccc2cc(CCNC(=O)CC(C)(C)C)c(=O)[nH]c2c1C
  1	0.9	8	102	-2	-7	1721	1	.	-2	3
(29) CCOc1ccc(C(CCc2ccccc2)NC(=O)c2ccccc2)cc1OCC (stereo unspecified)
  -3	0.9	8	108	-12	4	1360	1	-0.062	-8	-9
(30) Cc1nc(C)c(C(=O)Nc2ccccc2-c2ccccc2)o1
  -17	1	-1	98	6	6	1331	1	0.069	-8	-10
(31) COc1ccc(OC)c(-c2nnc(-c3ccc(C)o3)o2)c1
  9	1	4	117	-10	-5	1521	1	.	6	6
(32) CC1CC(C)CN(c2nc(NCc3ccco3)nc(N)c2[N+](=O)[O-])C1 (stereo unspecified)
  7	1.1	-10	80	24	6	1862	0.9	-0.029	6	4
(33) Cn1cc(CC(=O)NCCCN2CCOCC2)c2ccccc21
  -3	1	0	87	19	9	1774	1	-0.57	7	5
(34) CC(C)(C)c1cc2cccnc2n1Cc1cccc(Cl)c1
  6	0.5	46	101	5	-5	1557	1.1	.	-1	17
(35) COC(=O)c1sccc1NC(=O)c1ccc(C)s1
  16	0.9	5	158*	-64	-3	1724	1	-0.017	3	4
(36) CCN(CC)C(=O)c1cc2c(=O)c3cc(F)ccc3oc2nc1C
  -1	1	1	98	13	-27	1555	1	-0.32	-4	-3
(37) CCCCC(=O)Nc1ccnc(-c2cccnc2)n1
  3	1	1	98	8	5	1580	1	.	0	1
(38) Cc1ccc(NC(=O)c2ccc(CSc3nnc(-c4ccncc4)n3C)cc2)cc1
  -2	1	-1	120	-24	-3	1514	1	.	-1	-8
(39) COc1cccc(-n2c(Cc3cc(=O)[nH]c(=O)[nH]3)nnc2SCC(=O)NC2CCCCC2)c1
  -8	1.2	-18	99	6	-4	1425	1.1	.	-3	-3
(40) COc1ccc2c(COC(=O)CC3Sc4ccccc4NC3=O)cc(=O)oc2c1 (stereo unspecified)
  -4	1	-4	117	-15	2	1569	1	0.63	-4	0
(41) CCOC(=O)CSc1nnc(-c2ccco2)n1-c1ccccc1
  4	1	1	100	4	0	1485	1	.	3	1
(42) CSc1ccccc1NC(=O)Nc1cccc(Cl)c1C
  -1	1	4	96	7	3	1649	1	-1.1	7	2
(43) O=C(CSc1nnc(-c2ccc(Br)o2)n1Cc1ccccc1)c1ccccc1F
  4	0.9	6	106	-7	6	1624	1	0.72	6	8
(44) CCOC(=O)N1CCC(NC(=O)c2ccc(CS(=O)(=O)c3ccccc3C)o2)CC1
  10	1	-4	98	11	-7	1458	1.1	.	2	-3
(45) CCOC(=O)c1cnc(-c2ccccc2)nc1N1CCOCC1
  3	1	-5	95	10	3	1594	1.1	-1.2	2	2
(46) O=C(CCc1ccccc1)Nc1cc(C(F)(F)F)ccc1Cl
  -5	0.9	9	84	24	-8	1533	1	-0.76	1	3
(47) O=C(CC1SC(=NCc2ccccc2)NC1=O)Nc1ccccc1 (stereo unspecified)
  -7	0.9	9	124	-22	1	1432	1	-0.11	-1	0
(48) CN(C)S(=O)(=O)n1ccnc1
  4	0.8	15	102	4	-4	1582	1.1	-0.097	4	-2
(49) CC(C)Cc1nc(S(=O)(=O)c2ccc(Cl)cc2)c(N2CCOCC2)o1
  3	0.9	6	99	3	4	1220	1	.	-3	-4
(50) O=C(Nc1ccc(C(=O)O)cc1)/C(=C\c1ccco1)NC(=O)c1ccccc1
  -4	1.1	-5	102	3	-9	1768	1.1	-0.031	5	1
(51) COc1ccc(C2N(c3ccccn3)C(=O)C3CCCN32)c(OC)c1 (stereo unspecified)
  -3	1	-3	97	9	0	1516	1.1	1.1	2	-4
(52) Cc1sc2nc(CSc3ncn[nH]3)[nH]c(=O)c2c1C
  0	1.9	-92	99	6	-11	1492	1	-0.36	0	3
(53) CC(C)OCCCNc1ncnc2c1[nH]c1ccc(F)cc12
  7	1.1	-8	36	80*	29	1652	1	-2.5	6	-1
(54) CCOC(=O)Cn1nnnc1C(CC)N(Cc1cc2ccc(C)cc2[nH]c1=O)C1CCCC1 (stereo unspecified)
  10	0.9	7	105	-2	-6	1564	1.1	-1.2	14	20
(55) COC(=O)C(Cc1cnc(Cl)s1)(C(=O)OC)c1ccc(C(F)(F)F)cc1[N+](=O)[O-]
  16	0.9	9	100	4	1	1788	1	0.27	2	7
(56) Cc1cccc(NC(=S)N(C)C2CCCCC2)c1
  6	1	-2	99	8	8	1706	1.1	0.33	3	1
